Source: PubChem (several laboratories)
KCNQ1 inh: inhibitors of human KCNQ1 channel, primary screen, cell-based, thallium flux, high-throughput; 310,000 tested, 1.3% active; B-score at 10 µM; CHO-K1 KCNQ1, FluxOR thallium flux fluorescence; hits give high values;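 active = compounds whose thallium flux B-score, printed positive for inhibition, exceeds three library SD while starting fluorescence stays within three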;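 also: channel opened by potassium depolarization with thallium stimulus after 20 min compound exposure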
Target sequence (P51787 whole entry, looked up): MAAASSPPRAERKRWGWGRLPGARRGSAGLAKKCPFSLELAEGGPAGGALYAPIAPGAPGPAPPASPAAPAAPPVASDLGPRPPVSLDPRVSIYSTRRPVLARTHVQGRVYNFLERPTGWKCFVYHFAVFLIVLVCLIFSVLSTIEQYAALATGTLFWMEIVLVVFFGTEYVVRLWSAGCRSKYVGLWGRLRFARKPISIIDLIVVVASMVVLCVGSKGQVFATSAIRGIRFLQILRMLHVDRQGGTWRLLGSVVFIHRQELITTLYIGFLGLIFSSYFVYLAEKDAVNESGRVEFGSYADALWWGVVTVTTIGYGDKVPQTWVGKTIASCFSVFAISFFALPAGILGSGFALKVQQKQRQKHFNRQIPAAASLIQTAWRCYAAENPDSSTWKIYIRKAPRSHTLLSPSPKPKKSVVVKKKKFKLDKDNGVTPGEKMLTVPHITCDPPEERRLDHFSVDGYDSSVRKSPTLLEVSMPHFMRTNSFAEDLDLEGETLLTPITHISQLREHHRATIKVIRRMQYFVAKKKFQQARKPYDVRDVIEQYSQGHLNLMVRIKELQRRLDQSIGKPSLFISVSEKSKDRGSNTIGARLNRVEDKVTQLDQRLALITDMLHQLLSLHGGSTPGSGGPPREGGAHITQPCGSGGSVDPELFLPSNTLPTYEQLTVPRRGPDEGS
hERG protect: hERG rescue from dofetilide block, primary screen, cell-based, CHO-hERG, FluxOR thallium flux, dofetilide IC70; Voltage-gated inwardly rectifying potassium channel KCNH2 (Homo sapiens), Q12809; dofetilide IC70 present; activation (rescue from dofetilide block), less the hit threshold, % at 10 µM; 310,000 tested, 0.51% active;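 active = activation above the mean of controls blocked by dofetilide plus 5 SD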;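 also: thallium influx through hERG after potassium depolarization seen as dye fluorescence rise; in these data hits start at about 4.7%; inactives centre near -7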
KCNK3 block: human KCNK3 channel inhibitors, primary screen, CHO cells, FluxOR thallium flux, B-score; Potassium channel subfamily K member 3 (Homo sapiens), O14649; FluxOR fluorescence; hits give low values; B-score at 10 µM; 340,000 tested, 0.84% active; AID 602410, 2012;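 active = B-score under library mean minus 4 SD, starting fluorescence ratio at most library mean plus 5 SD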;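 also: more negative B-score means stronger inhibition of thallium flux through KCNK3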
Target sequence (O14649 whole entry, looked up): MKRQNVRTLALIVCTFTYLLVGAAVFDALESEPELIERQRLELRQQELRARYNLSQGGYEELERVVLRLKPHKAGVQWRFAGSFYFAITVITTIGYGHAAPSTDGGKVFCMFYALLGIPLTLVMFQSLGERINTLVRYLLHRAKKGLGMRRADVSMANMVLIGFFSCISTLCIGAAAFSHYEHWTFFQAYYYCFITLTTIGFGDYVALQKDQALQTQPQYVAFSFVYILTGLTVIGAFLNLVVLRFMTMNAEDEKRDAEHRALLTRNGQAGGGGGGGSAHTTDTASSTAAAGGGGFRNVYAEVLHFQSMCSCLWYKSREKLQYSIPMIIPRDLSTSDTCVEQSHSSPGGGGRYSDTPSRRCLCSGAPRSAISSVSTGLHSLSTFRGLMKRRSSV
KCNQ1 pot: potentiators or activators of KCNQ1 channel, primary screen, cell-based, thallium flux, high-throughput | Potassium voltage-gated channel subfamily KQT member 1 (Homo sapiens), P51787 | CHO-K1 KCNQ1, thallium flux FluxOR fluorescence; hits give high values | B-score at 10 µM | 310,000 tested, 0.35% active;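 active = fluorescence ratio B-score, a plate-corrected score, at least three library SD, with initial intensity B-score within 5 SD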
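Assay system: stable KCNQ1 CHO-K1 line; medium: assay buffer, equal DMSO in all wells; timing: 90 min dye loading and 20 min compound exposure, both at room temperature; technique: kinetic FluxOR thallium fluorescence, 10-s 1-Hz baseline, 110-s post-stimulus read; read-out basis: B score of baseline-normalized fluorescence ratio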
TRPC4 inh: inhibitors of mouse TRPC4 channel, primary screen, Fluo4 calcium, HEK293 TRPC4beta/mu-opioid cells; 300,000 tested, 0.39% active; DAMGO-evoked Fluo4 calcium flux; hits give low values; Short transient receptor potential channel 4 (Mus musculus), Q9QUQ5; B-score at 10 µM;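 active = B-score over 3 SD under the library average, no early fluorescence shift, positive overall ratio signal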
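Assay system: Stable TRPC4beta/mu-opioid receptor HEK293 cells | Reagent: DAMGO in two steps, submaximal then maximal | Compound dosing: Single concentration per test compound | Signal: Fluo4 Ca2+ flux fluorescence | Evaluation: Per-well B score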
TRPC4 PAM: positive allosteric modulators of TRPC4, primary screen, cell-based, mouse TRPC4beta, HEK293 mu-opioid, Fluo-4 calcium. 310,000 tested, 0.42% active. Short transient receptor potential channel 4 (Mus musculus), Q9QUQ5. DAMGO EC20, Fluo-4 Ca2+ flux; hits give high values. AID 2227, 2009. B-score at 10 µM;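 active = B-score of calcium response area above 5 SD of library B-scores, with initial fluorescence ratio within 5 SD of library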;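 also: B-score of integrated fluorescence ratio over time as area under calcium response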
TRPC4 agonist: activators of mouse TRPC4 channel, primary screen, Fluo4 calcium, HEK293 TRPC4beta/mu-opioid cells | 310,000 tested, 0.49% active | AID 2237, 2010 | Fluo4 calcium fluorescence; hits give high values | B-score at 10 µM | Short transient receptor potential channel 4 (Mus musculus), Q9QUQ5;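 active = B-score above 5 SD of library B-scores, and initial fluorescence ratio not above library mean plus 5 SD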;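 also: positive B-score marks a calcium rise read as TRPC4 activation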
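Assay system: HEK293 stable line with TRPC4beta plus mu-opioid receptor. Times: dye 45 min RT, read 110 s. Measured by: kinetic Fluo4 calcium fluorescence. Measure: B score of integrated ratio. Controls: assay buffer as low control, maximal DAMGO as high control.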
PolyA inh: polyadenylation inhibitors in yeast reporter cells, primary screen, luminescence, S. cerevisiae | S. cerevisiae SKY197-pL101 polyadenylation reporter, beta-gal luminescence; efflux-impaired pdr1/pdr3 knockout yeast; score 100 = 6 SD above DMSO | calls only at 12 µM | 300,000 tested, 0.02% active | AID 1875, 2009;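 active = lowest replicate activity score at least 50, where 100 means six control SD above control mean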;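 also: yeast exposed to compound for 9 h at 30 °C; higher score means more reporter readthrough which indicates perturbed polyadenylation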
KCNK9 inh: KCNK9 potassium channel inhibitors, primary screen, HEK293 cells, thallium flux; Potassium channel subfamily K member 9 (Homo sapiens), Q9NPC2; FluxOR thallium flux fluorescence; hits give low values; B-score at 10 µM; 310,000 tested, 1.2% active;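 active = ratio B-score over 3 SD below the library mean, with starting fluorescence within 5 SD of its mean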;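 also: negative B-score means less thallium flux so channel inhibition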
Platelet DG rel: inhibitors of platelet dense granule secretion, primary screen, cell-based, MLPCN, human platelets; human platelet-rich plasma, SFLLRN dense granule ATP release, luminescence; inhibition, %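 (compounds screened at 7.5 µM in platelet-rich plasma)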; 300,000 tested, 0.22% active;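 active = mean replicate score, as percent of positive control, at or above 50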
DYRK1A inh: rat Dyrk1A kinase inhibitors, primary screen, biochemical, single point, plate reader; 310,000 tested, 0.43% active; Dual specificity tyrosine-phosphorylation-regulated kinase 1A (Rattus norvegicus), Q63470; inhibition, % at 12.5 µM; ADP-Glo luminescence, NFATc1 peptide; AID 504441, 2011; in the data active = inhibition above about 50%;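 also: plate controls were vehicle with enzyme for no effect and no enzyme for full effect; many of its hits are not listed in these tables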
Numbers without * were called inactive; i = inactive; x = no result given. These rows are one share of the data; the hit share may differ from the screen's.

Each structure is followed by: KCNQ1 inh, hERG protect, KCNK3 block, KCNQ1 pot, TRPC4 inh, TRPC4 PAM, TRPC4 agonist, PolyA inh, KCNK9 inh, Platelet DG rel, DYRK1A inh
> CCCOC(=O)C(C)n1cnc2sc(C)c(C)c2c1=O (configuration not stated)
    i, 0, i, i, i, i, i, i, i, 8, 5
> COc1cccc(COc2ccccc2C2Nc3ccc(Br)cc3C(=O)N2NC(=O)c2ccncc2)c1 (configuration not stated)
    i, -12, i, i, i, i, i, i, i, 6, -8
> S=c1nc2ccccc2c2nc(-c3ccccc3Cl)[nH]n12
    i, -3, i, i, i, i, i, i, i, -9, 0
> COc1ccc(-n2c(SCC(N)=O)nnc2-c2ccco2)cc1
    i, -5, i, i, i, i, i, i, i, 15, 15
> CC(=O)c1cnc2c(C(=O)O)cnn2c1C
    i, -1, i, i, i, i, i, i, i, -1, -2
> C=CCOc1cccc(C2/C(=C(\O)c3ccc4c(c3)OCCO4)C(=O)C(=O)N2Cc2cccnc2)c1 (configuration not stated)
    i, -6, i, i, i, i, i, i, i, 3, -1
> CCOC(=O)c1ccc(NC(=O)NCCc2cnc[nH]2)cc1
    i, -14, i, i, i, i, 175*, i, i, 0, 5
> Cc1ccc(S(=O)(=O)N(C)C)cc1NC(=O)CSc1nnnn1-c1ccc(O)cc1
    i, -15, -9.8*, i, i, i, i, i, -14*, -7, 9
> O=C(NC1CCCCC1)C(c1ccco1)N(C(=O)c1csnn1)C1CCCC1 (configuration not stated)
    i, -16, i, i, i, i, i, i, i, -1, 6
> Cc1cccc(Nc2nc(-c3sc(C)nc3C)cs2)c1
    i, 0, i, i, i, i, i, i, i, -3, -6
> O=S(=O)(Nc1ccc(Cl)cn1)c1cccc(S(=O)(=O)c2ccccc2)c1
    i, -8, i, i, i, i, i, i, i, -3, 0
> CCOc1ccccc1NC(=S)N(CCC(C)C)C1CCN(C(C)=O)CC1
    i, -10, i, i, i, i, i, i, i, -2, -2
> CC(C)COC(=O)C(C#N)c1nc2ccccc2nc1N1CCN(Cc2ccccc2)CC1 (configuration not stated)
    i, -15, i, i, i, i, i, i, i, -5, 11
> CCN(CC)C(=O)Nc1ccc(C(=O)OC)cc1
    i, -7, i, i, i, i, i, i, i, 3, -5
> CN(C)CCC(=O)N1c2ccccc2Sc2ccc(Cl)cc21
    i, -9, i, i, i, i, i, i, i, -2, 1
> COc1cc(C=C2C(=O)OC(c3ccccc3)OC2=O)cc(Br)c1O (configuration not stated)
    i, -8, i, i, i, i, i, i, i, -3, 4
> Cc1cccc(C=Nc2ccc3c(c2)oc2ccccc23)c1O
    i, 1, i, i, i, i, i, i, i, 10, -10
> COc1cccc(-c2c(C(=O)N/N=C/c3ccc(C)s3)nnn2-c2nonc2N)c1
    i, -6, i, i, i, i, i, i, i, 24, 14
> CSc1ccccc1C(=O)N1CCN(c2cccc(Cl)c2)CC1
    i, -27, i, i, i, i, i, i, i, 1, 2
> Oc1ccc2ccccc2c1N=Nc1ccccc1F
    i, -15, i, i, i, i, i, i, i, -1, -2
> Cc1nccn1CCCNC(=O)C1CCC(=O)N(Cc2ccccc2F)C1 (configuration not stated)
    i, -12, i, i, i, i, i, i, i, -7, -5
> COc1ccc(C2C(C#N)=C(N)Oc3cc4c(cc32)OCO4)cc1 (configuration not stated)
    i, -13, i, i, i, i, i, i, i, -8, 11
> N#C/C=C/C(=C\Nc1ccc(Cl)cc1)S(=O)(=O)c1ccccc1
    i, -2, i, i, i, i, i, i, i, 1, x
> Cc1cc(NC(=O)Cn2nc(C(=O)O)c3ccccc3c2=O)ccc1Br
    i, -6, i, i, i, i, i, i, i, 8, -5
> O=C(CN1C(=O)C2C3C=CC(C3)C2C1=O)OCC(=O)c1ccc(Cl)cc1 (configuration not stated)
    i, -6, i, i, i, i, i, i, i, 0, x
> O=c1cc(N2CCN(c3ccccc3Cl)CC2)[nH]c(=O)n1Cc1ccc(F)cc1
    i, -6, i, i, i, i, i, i, i, 9, -5
> Cn1c(/N=C/c2c[nH]c3ccccc23)nc2ccccc21
    i, -8, i, i, i, i, i, i, i, 33, -1
> NC(=S)N/N=C/c1cc([N+](=O)[O-])ccc1Cl
    i, -5, i, i, i, i, i, i, i, 7, 0
> O=C(CCc1nnc(C2(c3ccc(Cl)cc3)CCC2)o1)NCCCn1cccn1
    i, -4, i, i, i, i, i, i, i, -3, 7
> Cc1ccc(NC(=O)c2nsc(Cl)c2Cl)cc1
    i, -5, i, i, i, i, i, i, i, 4, 1
> N#CCCN1CCN(C(=S)c2ccc(-c3ccc(Cl)c(Cl)c3)o2)CC1
    i, -5, i, i, i, i, i, i, i, 2, -1
> Cc1ccc(S(=O)(=O)Nc2cccc(-c3ccc4nnc(C)n4n3)c2)s1
    i, -16, i, i, i, i, i, i, i, 1, -4
> COc1ccccc1OC(=O)c1cc2ccccc2oc1=O
    i, -5, i, i, i, i, i, i, i, 2, 0
> O=C(COC(=O)CCC(=O)c1cccs1)Nc1ccccc1[N+](=O)[O-]
    i, -11, i, i, i, i, i, i, i, -4, 10
> CCc1cc(=O)oc2cc(OCC(=O)NCCCN3CCCC3=O)ccc12
    i, -8, i, i, i, i, i, i, i, 33, 4
> O=C(NC1CCCCC1)N1CCN(CCc2ccccc2)CC1
    i, -4, i, i, i, i, i, i, i, 0, -7
> CC(=O)c1cccc(NCC(=O)Nc2cc(S(=O)(=O)N3CCCCC3)ccc2C)c1
    i, -13, i, i, i, i, i, i, i, 7, -5
> CCOC(=O)/C(C#N)=C/N=c1ccc(C)cn1C
    i, -8, i, i, i, i, i, i, i, 2, x
> CNC(=O)N1CCN(C(=O)NC)CC1
    i, 0, i, i, i, i, i, i, i, -2, 1
> COc1ccccc1OCC(=O)Nc1c2c(nn1-c1ccc(F)cc1)CS(=O)(=O)C2
    i, -11, i, i, i, i, i, i, i, -1, -5
> O=C(Nc1cnn(Cc2ccc(Cl)cc2)c1)c1ccc([N+](=O)[O-])cc1
    i, -7, i, i, i, i, i, i, i, 4, -2
> COc1ccc(OC)c(-n2nnnc2SCC(=O)Nc2nc(C)c(C)s2)c1
    i, 0, i, i, i, i, i, i, i, -1, -2
> Cc1ccc2nc(N/C(=N/S(=O)(=O)c3ccc(F)cc3F)c3ccccc3)sc2c1
    i, -9, i, i, i, i, i, i, i, 16, -6
> C=CCNC(=O)[C@H]1N2C(=O)c3ccccc3C2SC1(C)C (some centres not stated)
    i, -2, i, i, i, i, i, i, i, -5, 9
> CCCCCc1c(C)nc(N2CCc3ccccc3C2)[nH]c1=O
    i, -6, i, i, i, i, i, i, i, -2, 1
> CCOC(=O)c1cnc(N2CCN(c3ccccc3)CC2)[nH]c1=O
    i, -5, i, i, i, i, i, i, i, -1, 0
> O=C(C1CCN(c2nc(-c3ccccc3)nc3c2CCC3)CC1)N1CCCC1
    i, -14, i, i, i, i, i, i, i, 10, 11
> COc1cc(NC(=O)c2sc3ncn(CC(=O)N4CCC(C)CC4)c(=O)c3c2C)cc(OC)c1OC
    i, -9, i, i, i, i, i, i, i, 3, -2
> Cc1cccc(N2CSC3=C(C#N)C(c4ccc(C)o4)CC(=O)N3C2)c1 (configuration not stated)
    i, -14, x, i, i, i, i, i, i, -5, x
> CN(c1ccc(OCC(=O)OCc2nnc(-c3ccccc3)o2)cc1)S(=O)(=O)c1ccc(Cl)cc1
    i, -19, i, i, i, i, i, i, i, 20, 6
> Cc1ccc(-c2nnc3ccc(SCC(=O)N4CCc5ccccc54)nn23)cc1
    i, -10, i, i, i, i, i, i, i, 4, 1
> COc1cccc(C(=O)N2CCC(O)(c3cccnc3)CC2)c1
    i, -7, i, i, i, i, i, i, i, -12, -1
> COc1cccc(CN2CC(C(=O)NCCSc3nnnn3C)CCC2=O)c1 (configuration not stated)
    i, -8, i, i, i, i, i, i, i, 1, 2
> O=C(NNC1=NCCCCC1)c1cccc([N+](=O)[O-])c1
    i, -1, i, i, i, i, i, i, i, 0, -8
> C#CCNC(=O)C1=C[C@@H](c2coc3ccccc3c2=O)[C@H](CCCO)[C@@H](OCC)O1
    i, -7, i, i, i, i, i, i, i, -1, 9
> O=C(O)c1cc(-c2ccc(Cl)c(Cl)c2)n(-c2ccc(F)cc2)n1
    i, -7, i, i, i, i, i, i, i, -3, 1
> O=C(Cn1nnc(-c2ccccc2)n1)OC1CCOC1=O (configuration not stated)
    i, -3, i, i, i, i, i, i, i, -1, -4
> COc1ccc2c(C)cc(SCC(=O)Nc3c(C)n(C)n(-c4ccccc4)c3=O)nc2c1
    i, -8, i, i, i, i, i, i, i, 11, 2
> Cc1ccc(S(=O)(=O)NCC(=O)N2CCOCCOCCOCC2)cc1
    i, -3, i, i, i, i, i, i, i, -1, -5
> CN(C(=O)COC(=O)COc1ccccc1F)C1CCS(=O)(=O)C1 (configuration not stated)
    i, -8, i, i, i, i, i, i, i, -5, 1

Continuation.
Each structure is followed by: KCNQ1 inh, hERG protect, KCNK3 block, KCNQ1 pot, TRPC4 inh, TRPC4 PAM, TRPC4 agonist, PolyA inh, KCNK9 inh, Platelet DG rel, DYRK1A inh
> CCN(CC)CCCNC(=O)c1c(O)c2cc(F)cc3c2n(c1=O)C(C)CC3 (configuration not stated)
    i, -2, i, i, i, i, i, i, i, 4, 0
> COCCNC(=O)Cn1ccc2cc(S(=O)(=O)N3CCCCCC3)ccc21
    i, -5, i, i, i, i, i, i, i, 1, -4
> CCc1cc(C(=O)OC)c(NC(=O)CC2Nc3cc(C)c(C)cc3NC2=O)s1 (configuration not stated)
    i, -3, i, i, i, i, i, i, i, -2, -1
> O=C(CSc1nc2ccccc2c(=O)n1-c1ccc(F)cc1)Nc1ccc(Cl)c(S(=O)(=O)N2CCOCC2)c1
    i, -11, i, i, i, i, i, i, i, -8, -9
